# Anthrax LF prot: anthrax lethal factor protease inhibition | AID 588501 | multiplex microsphere protease cleavage assay, LF | P15917 | 0.12% of 360,000 active | inhibition, % at 10 µM; note: plate controls were buffer without enzyme for full effect and enzyme alone for no effect
# MazF activator: MazEF (E. coli) toxin RNase activation; activation, % at 20 µM; FAM/BHQ RNA-DNA oligo cleavage fluorescence, 5 h; 0.32% of 350,000 active; P0AE70; in the data active = activation above about 50%
# Target sequence (P0AE70 whole entry, looked up): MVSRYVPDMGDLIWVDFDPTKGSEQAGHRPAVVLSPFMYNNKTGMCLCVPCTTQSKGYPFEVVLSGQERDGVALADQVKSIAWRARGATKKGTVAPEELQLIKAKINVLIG
# Rv3671c protease: Rv3671c (M. tuberculosis) protease inhibition; P9WHR9; inhibition, % at 5.96 µM; 0.048% of 320,000 active; AID 2606; in the data active = inhibition above about 38%;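 note: extracellular domain of Rv3671c used as enzyme; 0% = enzyme with DMSO and 100% = no enzyme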
# Target sequence (P9WHR9 whole entry, looked up, the tested form may be a part): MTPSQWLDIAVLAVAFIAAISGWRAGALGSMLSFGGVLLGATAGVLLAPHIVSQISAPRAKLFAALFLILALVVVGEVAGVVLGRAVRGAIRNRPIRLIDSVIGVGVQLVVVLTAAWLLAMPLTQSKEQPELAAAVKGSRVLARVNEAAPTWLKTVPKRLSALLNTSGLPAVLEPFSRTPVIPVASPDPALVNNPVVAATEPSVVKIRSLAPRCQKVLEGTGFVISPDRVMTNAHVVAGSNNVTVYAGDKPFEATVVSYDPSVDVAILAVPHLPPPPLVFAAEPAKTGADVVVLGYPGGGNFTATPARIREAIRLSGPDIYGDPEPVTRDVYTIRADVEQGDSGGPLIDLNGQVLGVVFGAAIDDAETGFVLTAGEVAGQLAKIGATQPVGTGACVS
# VHR inh abs: DUSP3 (human) phosphatase inhibition; AID 1654; recombinant VHR phosphatase, pNPP absorbance; P51452; 0.52% of 290,000 active; inhibition, % at 13.3 µM; in the data active = inhibition above about 50%; note: some compounds called inactive have numbers as strong as hits
# Target sequence (P51452 whole entry, looked up): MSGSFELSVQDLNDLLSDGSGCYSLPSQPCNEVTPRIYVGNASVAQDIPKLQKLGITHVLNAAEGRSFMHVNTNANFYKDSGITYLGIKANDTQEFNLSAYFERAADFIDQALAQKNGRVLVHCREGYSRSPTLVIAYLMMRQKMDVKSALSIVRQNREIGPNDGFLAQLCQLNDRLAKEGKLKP
# CCHFV vOTU inh: blocks the CCHF virus ovarian tumor domain protease; CCHFV vOTU protease, Pep-AMC fluorescence; inhibition, % at 11.5 µM; 0.55% of 370,000 active; AID 651958; in the data active = inhibition above about 30%; note: 0% = vehicle wells with enzyme and 100% = no enzyme wells
# SARS 3CLpro inh: SARS-CoV 3CLpro protease inhibition; P0C6X7; recombinant SARS-CoV 3CLpro, quenched FRET peptide cleavage; inhibition, % at 6 µM; 0.14% of 290,000 active; AID 1706; in the data active = inhibition above about 12%
# PrPC surface inh: reduces human prion protein on the cell surface | P04156 | cell surface PrPC, TR-FRET read-out | inhibition, % at 13.8 µM | 0.43% of 370,000 active; in the data active = inhibition above about 24%; note: 0% = median of the test wells and 100% = reference compound wells
# BoNT F protease: BoNT F light chain protease inhibition; Multiplex microsphere protease cleavage assay, flow cytometry; inhibition, % at 10 µM; 0.22% of 360,000 active; in the data active = inhibition above about 35%, passing the limit was not always enough; inconclusive = no clear call, values can overlap the other calls; note: plate controls were buffer without enzyme for full effect and enzyme alone for no effect
# BoNT-A LC inh2: blocks Botulinum neurotoxin A light chain protease. 0.17% of 360,000 active. AID 588499. inhibition, % at 10 µM. multiplex microsphere protease substrate cleavage, flow cytometry; note: plate controls were buffer without enzyme for full effect and enzyme alone for no effect
# PriA SSB inh: inhibitors of Klebsiella pneumoniae PriA binding to SSB C-terminal tail; inhibition, % at 33 µM; 0.6% of 430,000 active; AlphaScreen SSBct-PriA binding, biotinylated peptide; in the data active = inhibition mostly above about 37%, no sharp cut-off; inactive = mostly below about 20%;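 note: plate controls were negative control peptide for no effect and reference peptide for full effect; strong numbers were not always called active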
# * = called active by the depositor; ? = inconclusive; . = not tested or not shown; & = joins results of further samples. Cut-off read from the data, not from the text of the source, unless noted: active = inhibition above about 30%; inconclusive = no clear call, values can overlap the other calls; inactive = below that. These rows are one share of the data, so the mix of outcomes need not match the whole.
# Start of the data: the first 4 entries, ahead of the listing:
smiles,Anthrax LF prot,MazF activator,Rv3671c protease,VHR inh abs,CCHFV vOTU inh,SARS 3CLpro inh,PrPC surface inh,BoNT F protease,BoNT-A LC inh2,PriA SSB inh
COCCn1c(SCC(=O)Nc2ccc(C(C)=O)cc2)nnc1-c1ccco1,4,11,2,27,3,-3,3,-22,0.1,-2
CC(=O)N1CCN(c2ccccc2NC(=O)COc2cc(C)cc(C)c2)CC1,-2,3,-13,16,18,-1,4,1,-0.7,5
COc1ccc(NS(=O)(=O)c2cn(C)c(=O)n(C)c2=O)c(OC)c1,-6,10,4,-3,0,2,4,0,-0.3,-2
COC1=C(Nc2ccccc2)C(=O)C(OC)=C(Nc2ccccc2)C1=O,5,5,.,.,0,.,1,1,0.2,2

# The listing, from the start:
smiles,Anthrax LF prot,MazF activator,Rv3671c protease,VHR inh abs,CCHFV vOTU inh,SARS 3CLpro inh,PrPC surface inh,BoNT F protease,BoNT-A LC inh2,PriA SSB inh
COCCn1c(SCC(=O)Nc2ccc(C(C)=O)cc2)nnc1-c1ccco1,4,11,2,27,3,-3,3,-22,0.1,-2
CC(=O)N1CCN(c2ccccc2NC(=O)COc2cc(C)cc(C)c2)CC1,-2,3,-13,16,18,-1,4,1,-0.7,5
COc1ccc(NS(=O)(=O)c2cn(C)c(=O)n(C)c2=O)c(OC)c1,-6,10,4,-3,0,2,4,0,-0.3,-2
COC1=C(Nc2ccccc2)C(=O)C(OC)=C(Nc2ccccc2)C1=O,5,5,.,.,0,.,1,1,0.2,2
CC(=O)Nc1ccc(OC(=O)N(C)c2ccccc2)cc1,-9,-11,-5,3,4,-3,1,-3,-0.5,8
Cc1nc2ccc(C(=O)Nc3ccc4c(c3)OCC(=O)N4)cn2c1N(C)C(=O)CCc1ccccc1,4,.,.,.,7,.,-11,-2,-0.2,.
CN1CCN(/C=C2\SC(=S)NC2=O)CC1,-2,-2,12,-6,-2,4,-3,3,-0.4,-14
Fc1cccc2sc(N3CCCC3)nc12,-6,-5,3,9,10,-3,5,-8,-2.2,-14
CN(C)S(=O)(=O)c1ccc(Cl)c(C(=O)Nc2nc3ccccc3[nH]2)c1,0,3,-2,48,5,-4,3,-4,-0.4,4
COc1ccc(Nc2c(-c3ccc(OC)cc3)nc3cnccn23)cc1,0,4,8,20,5,1,9,-9,-1.3,21
Cn1nc(C(=O)NCCCN2CCCCC2)c2c1-c1ccccc1S(=O)(=O)C2,0,5,-5,68,.,-5,.,-4,-0.5,-2
CCCN1CNc2c(c(=O)[nH]c(=S)n2CCc2ccc(OC)c(OC)c2)C1,6,-4,-7,22,-16,1,2,-3,-0.4,4
Cc1ccc(OCc2cc(C(=O)NCc3ccc(OC(F)(F)F)cc3)no2)cn1,-2,7,6,12,15,-4,5,4,-0.1,-5
O=C(NCCCNC(=O)c1cnccn1)c1cccc(F)c1,1,2,2,-14,-26,2,-2,-9,1.3,-3
CCOC(=O)Cc1csc(NC(=O)CN(C)S(=O)(=O)c2cccc3cccnc23)n1,1,15,-1,34,-8,.,3,2,0.2,-3
C[C@@H]1CN([C@@H](C)CO)C(=O)CCCn2nncc2CO[C@@H]1CN(C)S(=O)(=O)c1ccc2c(c1)OCCCO2,-2,3,.,.,-3,.,-1,-1,0.2,.
CCn1c(=S)sc2c(=O)n(CC(=O)Nc3ccc(C(C)=O)cc3)c(C)nc21,0,4,2,17,8,1,6,2,3.2,-10
CC1(C)Cc2nc(-c3ccccc3)nc(SCC(=O)N3CCOCC3)c2CO1,-1,4,-4,39,-4,-5,9,-4,0.5,-7
C#CCOCCOCCOCCNc1nc(N2CCN(C(=O)[C@H]([C@@H](C)CC)n3cc([C@@H](N)CC(C)C)nn3)CC2)nc(N2CCN(C(=O)[C@H](CCCCN)n3cc([C@@H](N)C(C)CC)nn3)CC2)n1 (some centres undefined),-3,31,1,36,.,0,.,-32,-0.2,-6
CCOC(=O)C1(Cc2ccccc2C(F)(F)F)CCN(Cc2ccon2)CC1,-4,-1,-10,13,-3,1,-1,-6,0.7,3
COc1cccc(C2Nc3ccccc3C(=O)N2O)c1O (centres undefined),-3,4,5,41,0,-5,-2,-10,-1.1,-11
COc1ccc(NC(=O)CS(=O)(=O)c2cn(CC(=O)N(C(C)C)C(C)C)c3ccccc23)c(OC)c1,-9,4,-4,19,-1,0,2,-13,-1.9,4
O=C(NCc1cccs1)c1noc2c1CCCCC2,-9,3,9,11,0,0,5,-6,-3.3,-3
OCCC1CN(Cc2ccon2)CCN1CCc1ccccc1 (centres undefined),-3,-1,-7,5,-7,3,-12,-8,-0.7,-6
O=C(Nc1cc(Cl)ccc1Cl)c1noc2c1CCCC2,-9,-9,3,6,-2,.,-3,-5,-0.2,-13
COc1ccc(NC2CCCN(C(=O)c3ccc(OC)o3)C2)cc1 (centres undefined),0,1,9,30,7,3,0,-1,-0.1,0
O=C(CN1CCOCC1)Nc1ccc(Br)cn1,-7,0,6,-4,0,-1,2,-4,1.7,-1&-4
COc1ccccc1N1CCN(C2CCCN(C(=O)c3cccc(-c4ccco4)c3)C2)CC1 (centres undefined),1,3,8,20,-5,3,8,0,1.8,6
OC(COCc1ccco1)CN1CCN(C(c2ccccc2)c2ccccc2)CC1 (centres undefined),2,1,-8,23,14,-2,2,0,0.4,0
COc1cccc2c1[C@@H]1CN(CCCCn3c(=O)[nH]c4c(sc5ncc(-c6ccccc6)nc54)c3=O)C[C@@H]1CO2,-8,-16,2,.,-3,.,-24,-9,-0.4,38
Cc1cc(Br)cn2c(Cc3ccsc3)c(-c3cccc(Br)c3)nc12,0,.,.,.,4,.,7,-11,1.4,.
CCCCn1c(O)c(C(C)=NCCN2CCCCC2)c(=O)[nH]c1=O,-13,2,-2,21,-7,-2,3,2,2.4,-5
CSc1nc2ccc3nc(NC(=O)C4COc5ccccc5O4)sc3c2s1 (centres undefined),-1,-10,-93,11,-10,-2,0,-8,-0.2,-14
CCc1ccc(C(=O)Cn2cnc3cc([N+](=O)[O-])ccc3c2=O)cc1,-3,-15,-7,-23,-5,2,-9,-4,-0.4,0
NC(c1ccccc1)c1csc(Nc2ccc(C(F)(F)F)cn2)n1 (centres undefined),-6,.,.,.,27,.,10,-13,-0.7,.
CSc1nsc(N/N=C/c2ccccc2)c1C#N,-2,-3,5,-1,13,-1,4,-5,-0.2,.
Cc1c(C(=O)N(C)Cc2ccc(F)cc2)sc(=O)n1Cc1ccc(Cl)c(Cl)c1,-10,.,.,.,7,.,7,-7,-0.3,.
Cc1ccc(-c2cc(N)on2)cc1,2,7,3,32,-17,-5,-4,-9,-1.4,4
CC(NC(=O)COC(=O)c1ccc(Br)o1)c1ccccc1 (centres undefined),-1,4,.,.,1,.,-1,-2,-6.9,-4
Cc1ccnc(SCC(=O)NC2CCCCCC2)n1,2,7,7,8,3,1,1,3,0.2,-15
Nc1ccc(SCc2nc3cccc4c3n2CCC4)cc1,-14,0,1,32,-9,2,9,?,-7.2,44*
CNc1[nH]c(=O)[nH]c(=O)c1N=Nc1cc(Cl)ccc1Cl,.,-5,-4,.,12,.,-6,.,.,-1
N#C/C(=C\c1ccc(OCc2cccc(C(=O)O)c2)cc1)C(=O)NCc1ccco1,-6,2,-11,13,15,6,1,7,-0.9,10
COc1ccc(Cl)c2sc(N(Cc3cccnc3)C(C)=O)nc12,0,-4,-12,-7,6,3,-2,6,1.2,-6
O=C1NC(=O)C(=Cc2ccc(-c3ccccc3[N+](=O)[O-])o2)C(=O)N1,.,-24,-9,9,-6,7,-5,.,.,3
CCOC(=O)c1cnc2c(c(C)nn2C)c1Oc1cc(Cl)cc(Cl)c1,0,1,-1,-13,-6,-3,12,?,?,-4
CSCCC(NC(=O)c1ccc(Cl)cc1Cl)C(=O)NNC(=O)c1ccncc1 (centres undefined),-4,7,3,.,3,.,4,-5,0.4,-9
COc1ccccc1C1N(c2cc(Cl)ccc2OC)C(=O)C2CCCN21 (centres undefined),2,9,10,-4,-6,-2,1,-7,-0.5,-1
COc1ccccc1-c1c(C)nn2c(N3CCC(C)CC3)cc(C)nc12,-8,5,-1,-16,-3,2,3,3,-1.8,-4
CCOC(=O)N1CCN(c2c(NCc3ccccn3)c(=O)c2=O)CC1,-3,-6,-1,29,-1,-7,-4,-6,-0.5,-8
CCOC(=O)c1ccc(NC(=O)CCNc2c(N3CCCC3)c(=O)c2=O)cc1,-9,-6,-2,18,11,-6,-2,12,-1.1,-14
c1ccc(-n2nnnc2SCc2cn3cccnc3n2)cc1,-4,-17,-9,-15,-8,-8,3,0,-0.3,-7
CCOc1ccc2nc(COC(=O)c3cccc([N+](=O)[O-])c3)c(C(C)=O)[n+]([O-])c2c1,.,6,-3,-12,-13,-2,-4,.,.,-2
Cn1c(=O)c2c(ncn2CC(=O)N2CCCc3ccccc32)n(C)c1=O,0,-6,3,4,8,-1,-2,-5,0.1,0
CCOc1ccc(S(=O)(=O)N2CCC(C(=O)NCCc3ccc(OC)c(OC)c3)CC2)cc1,12,-2,-12,.,-5,-1,1,-1,1.3,0
O=C1c2nccnc2C(=O)N1c1ccc(C(F)(F)F)cc1,-2,9,11,20,-6,3,6,0,-0.5,-7

# Additional structures.
smiles,Anthrax LF prot,MazF activator,Rv3671c protease,VHR inh abs,CCHFV vOTU inh,SARS 3CLpro inh,PrPC surface inh,BoNT F protease,BoNT-A LC inh2,PriA SSB inh
CCSc1nc(-c2ccccc2)c(C#N)c(=O)[nH]1,-3,-2,-7,-13,7,-3,2,-5,-0.1,5
COc1ccc2[nH]cc(CCNC(=O)Nc3ccccc3)c2c1,1,-1,-11,16,7,-6,-2,-26,-3.6,1
COc1ccc(S(=O)(=O)NCC(=O)O)cc1C(=O)NC1CCCCC1,0,-4,-4,3,8,6,1,0,-0.4,0
C=CCSc1nc2c(c(=O)[nH]c(=O)n2C)n1C(C)C,-3,12,-1,6,2,1,0,-28,0.3,-1
CCOC(=O)Cn1nc(-c2ccc(F)cc2)cc(Cc2ccccc2)c1=O,-1,-5,3,7,.,-4,.,16,-1.6,-11
COc1ccc2nc3c(cc2c1)c(NC(=O)CC(C)C)nn3CC(C)C,1,4,2,-7,-5,2,-3,19,-2.3,1
O=S(=O)(c1cnc(Cl)c(Cl)c1)N1CCN(c2ncccn2)CC1,-5,-8,4,32,-10,2,-6,-3,0.1,2
Cc1ccc([N+](=O)[O-])cc1S(=O)(=O)N1CCCCC1C(=O)O (centres undefined),0,7,6,23,6,1,-11,-3,-0.8,-15
COc1ccc(C2CC(=O)N3CN(Cc4ccco4)CSC3=C2C#N)cc1 (centres undefined),1,-13,-6,14,9,1,-3,2,?,-2
Cc1cccc(CSc2ncccc2C(=O)O)c1,1,0,-1,-11,12,-1,1,-7,-0.9,-4
Cc1ccc(C(=O)N/C(=C/C=C/c2ccccc2)C(=O)NCc2ccco2)cc1,-2,-6,-7,12,4,1,-1,-9,-0.3,-4
O=C(CSc1ccc2nnc(-c3ccccn3)n2n1)Nc1ccc(F)cc1,-2,-2,-1,20,2,-4,4,-10,0.1,-15
Cc1cc(C)c2cc(CN(Cc3nnnn3C3CCCCC3)CC3CCCO3)c(=O)[nH]c2c1 (centres undefined),1,-1,1,-20,6,-1,0,-3,0.2,3
COc1ccc(S(=O)(=O)Nc2ccccc2)cc1OC,8,-2,8,11,-13,-2,1,-8,-1.8,2
O=S(=O)(NC1CCSc2ccccc21)c1ccc(Cl)nc1 (centres undefined),-3,7,-14,49,4,-3,1,3,1.9,-4
Cn1cnnc1SCCNS(=O)(=O)c1ccccc1,2,5,0,6,-13,2,0,-5,-0.9,-10
Cc1ccc(C(=O)OCC(=O)c2c[nH]c3ccccc23)cc1S(=O)(=O)N1CCOCC1,2,4,.,.,2,.,1,-2,-2.1,-6

# High-throughput results (PubChem BioAssay)
